Pol iota inh = DNA polymerase iota (human) inhibition; Q9UNA4; Pol iota fluorescent replication assay, 10 min; Potency, µM (doses to about 115 µM), for inactives: at the highest dose activity, negative = inhibition, actives largely listed as inhibitors; hit rate 1% among 390,000; AID 588590; also: potency is read from the fitted curve at half-maximal effect
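Fluorescent replication assay read twice, at 0 min and 10 min after adding 50 nM (final) substrate. Enzyme (10 nM) and compounds were first incubated 15 min at room temperature; enzyme-free buffer wells were negative controls.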
RXFP1 antag = blocks the human relaxin receptor RXFP1. Q9HBX9. activity change, negative = inhibition, % at 57.5 µM. hit rate 0.59% among 350,000. AID 1259400. HEK293-RXFP1, relaxin-stimulated cAMP HTRF, 30 min; hits give low values;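 active = activity change of -60% or lower, but not beyond a set lower limit; inconclusive = change between -60% and -40%, or beyond the set limit; inactive = change above -40%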; also: % is scaled to controls: 0 for no effect and ±100 for the full control effect
Pol eta inh = DNA polymerase eta (human) inhibition; Q9Y253; recombinant Pol eta, fluorescent DNA replication assay; Potency, µM (highest dose often 114 µM), for the others: at the highest dose activity change, negative = inhibition, usual class: inhibitors; hit rate 1.2% among 390,000; also: potency is read from the fitted curve at half-maximal effect; % is scaled to controls: 0 for no effect and ±100 for the full control effect
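Pol eta at 10 nM preincubated with compounds 15 min at room temperature; reaction started with fluorescent substrate (50 nM final) and read kinetically at 0 and 10 min.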
APEX1 inh = blocks human APE1 abasic DNA cleavage; AID 2517; Potency, µM (top dose mostly 65.8 µM), without a hit: at the top dose activity change, negative = inhibition, actives largely listed as inhibitors; recombinant APE1, TAMRA/BHQ-2 abasic DNA cleavage fluorescence; hit rate 0.35% among 350,000; P27695;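 also: potency is read from the fitted curve at half-maximal effect; plate controls were vehicle for no effect and reference inhibitor for full effect; nearly all actives have a fitted effect of over 55% in size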
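Incision of a quenched TAMRA/BHQ-2 THF abasic-site duplex (50 nM) by 0.75 nM APE1, after 15 min compound preincubation, measured as fluorescence increase over three 60 s reads. Values normalized to buffer, DMSO and NSC13755 control wells.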
BLM helicase inh = blocks DNA unwinding by human BLM helicase; hit rate 0.2% among 350,000; Potency, µM (highest dose often 56.1 µM), for the others: top-dose activity change, negative = inhibition, hits mostly inhibitors; recombinant BLM DNA unwinding, fluorescence dequenching; P54132;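 also: potency is read from the fitted curve at half-maximal effect; plate controls were vehicle for no effect and no enzyme for full effect; nearly all actives have a fitted effect of over 35% in size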
Target sequence (P54132 whole entry, looked up): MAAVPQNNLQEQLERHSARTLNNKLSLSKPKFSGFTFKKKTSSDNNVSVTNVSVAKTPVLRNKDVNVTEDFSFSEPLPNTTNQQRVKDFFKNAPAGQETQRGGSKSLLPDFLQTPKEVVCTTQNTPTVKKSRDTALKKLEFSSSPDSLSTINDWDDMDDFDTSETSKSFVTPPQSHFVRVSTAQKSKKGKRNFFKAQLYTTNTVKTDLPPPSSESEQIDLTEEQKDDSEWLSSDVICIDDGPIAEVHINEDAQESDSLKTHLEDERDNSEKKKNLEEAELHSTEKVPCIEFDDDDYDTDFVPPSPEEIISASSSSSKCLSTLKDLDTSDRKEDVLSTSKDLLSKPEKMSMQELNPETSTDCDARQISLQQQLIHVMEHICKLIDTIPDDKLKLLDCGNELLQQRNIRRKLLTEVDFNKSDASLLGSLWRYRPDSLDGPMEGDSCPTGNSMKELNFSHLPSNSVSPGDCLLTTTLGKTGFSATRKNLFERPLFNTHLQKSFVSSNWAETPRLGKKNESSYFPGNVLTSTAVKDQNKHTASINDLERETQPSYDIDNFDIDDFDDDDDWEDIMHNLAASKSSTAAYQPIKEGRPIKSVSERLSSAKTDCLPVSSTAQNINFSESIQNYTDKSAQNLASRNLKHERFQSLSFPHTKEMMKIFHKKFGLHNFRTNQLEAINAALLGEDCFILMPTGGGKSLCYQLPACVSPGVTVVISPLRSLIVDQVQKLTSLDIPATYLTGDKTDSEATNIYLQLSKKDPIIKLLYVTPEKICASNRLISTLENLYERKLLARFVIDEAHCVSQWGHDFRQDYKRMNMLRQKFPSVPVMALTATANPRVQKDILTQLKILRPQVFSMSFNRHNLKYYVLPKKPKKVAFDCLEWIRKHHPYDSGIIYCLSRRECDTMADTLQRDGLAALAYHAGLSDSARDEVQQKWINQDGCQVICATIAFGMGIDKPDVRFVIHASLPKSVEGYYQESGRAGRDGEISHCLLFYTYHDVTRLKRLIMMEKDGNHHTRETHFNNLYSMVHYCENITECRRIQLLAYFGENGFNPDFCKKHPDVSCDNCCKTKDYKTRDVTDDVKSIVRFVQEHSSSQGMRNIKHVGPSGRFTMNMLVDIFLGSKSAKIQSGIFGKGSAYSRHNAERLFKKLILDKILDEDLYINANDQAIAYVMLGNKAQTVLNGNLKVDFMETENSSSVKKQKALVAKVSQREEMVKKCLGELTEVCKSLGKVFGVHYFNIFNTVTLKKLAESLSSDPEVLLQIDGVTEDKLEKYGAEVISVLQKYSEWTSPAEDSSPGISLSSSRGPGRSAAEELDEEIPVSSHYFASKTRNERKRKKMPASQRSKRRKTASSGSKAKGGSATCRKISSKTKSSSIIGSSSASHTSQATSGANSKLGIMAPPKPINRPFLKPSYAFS
Tb PGK inh = T. brucei PGK inhibition. PGK/GAPDH coupled, Kinase-Glo luminescence, 60 min. hit rate 0.043% among 380,000. Potency, µM (titrated, usually from 57.5 µM), for the others: at the highest dose activity change, negative = inhibition, hits mostly inhibitors. AID 602233. P07378; also: potency is read from the fitted curve at half-maximal effect; % is scaled to controls: 0 for no effect and ±100 for the full control effect; nearly all actives have a fitted effect of over 60% in size
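Recombinant glycosomal PGK reaction used 1,3-bisphosphoglycerate generated in-well by GAPDH (100nM final) in 100mM TEA pH 7.6, 5mM MgCl2, 0.01% Tween-20. After 60 minutes at room temperature, ATP was read by Kinase-Glo Plus luminescence end-point.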
POLK inh = DNA polymerase kappa (human) inhibition; purified Pol kappa, fluorescent DNA synthesis assay, 10 min; Potency, µM (doses to about 107 µM), without a hit: at the top dose activity, negative = inhibition, actives largely listed as inhibitors; hit rate 0.53% among 400,000; AID 588579; also: potency is read from the fitted curve at half-maximal effect; % is scaled to controls: 0 for no effect and ±100 for the full control effect
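Fluorescent qHTS in 1536-well format: enzyme (10 nM) and compound sat 15 min at room temperature before 50 nM substrate (final) was added. Signal taken at 0 and 10 min; no-enzyme buffer wells were negative controls.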
Anesthetic bind = candidate novel general anesthetic via apoferritin binding; P02791; Potency, µM (series often up to 77.5 µM), without a hit: top-dose activity change, negative = displacement, usual class: inhibitors; AID 485281; apoferritin/1-aminoanthracene competitive binding, fluorescence; hit rate 0.074% among 350,000; also: potency is read from the fitted curve at half-maximal effect; % is scaled to controls: 0 for no effect and ±100 for the full control effect; nearly all actives have a fitted effect of over 20% in size
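Apoferritin-based anesthetic binding model; compound displacement of fluorescent 1-AMA measured as endpoint fluorescence after 10 minutes at room temperature, scaled to free-ligand and complex controls.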
Pol beta inh = blocks human DNA polymerase beta activity | P06746 | Pol beta primer extension/strand displacement, fluorescence kinetic | Potency, µM (highest dose often 114 µM), for the others: top-dose activity change, negative = inhibition, most hits filed as inhibitors | hit rate 1.3% among 340,000 | AID 485314; also: potency is read from the fitted curve at half-maximal effect; % is scaled to controls: 0 for no effect and ±100 for the full control effect
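Preincubation: enzyme (10 nM) with compound, 15 min, RT. Reaction: substrate added to 50 nM final. Reads: 0 and 10 min. Analysis: normalized, Hill fit.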
Active calls of the source: *; i = inactive; ? = inconclusive; · = no result given; & = joins results of further samples; [ ] = dose if it differs, or a comment. Unless noted, calls follow the shape of the dose curve; as a rule, active = well fitted curve in the direction sought with a large enough effect; inconclusive = small, poorly fitted or top-dose-only effect, or another doubt; inactive = no such curve, though single readings can be large; an effect the other way counts as inactive or inconclusive. A portion of the library; rates above refer to the full screens.

Values run as follows: POLK inh	Tb PGK inh	RXFP1 antag	APEX1 inh	BLM helicase inh	Pol eta inh	Pol beta inh	Anesthetic bind	Pol iota inh
COc1ccc(N2CCN(C(=O)CSCc3nc(-c4ccccc4Cl)oc3C)CC2)cc1
  -16%	-3%	-65*	·	-3%	-16%	-7%	42%[activator]	17%
Cc1ccc2c(c1)N(CC(=O)NCCCN1CCCCC1)C(=O)c1cccnc1O2
  1%&4%	-8%&0%	4	12%	1%&2%	-4%&10%	23%&23%	-2%&-1%	26%&15%
Nc1nonc1C(=O)N/N=C/c1ccc(-c2cccc([N+](=O)[O-])c2)o1
  -2%	i	-7	1%	-2%	11%	-11%	-6%	25%
COc1ccc(Cl)cc1NC(=O)CN(C)C(C)C(=O)NC(=O)NC1CCCCC1 (stereo not given)
  -8%	0%	-12	-2%	·	-30%	·	·	26%
O=C(NC1CCCC1)c1ccc(S(=O)(=O)N2CCOCC2)cc1
  -14%	-8%	-3	-3%	0%	4%	19%	-9%	11%
Cc1oc(-c2cccc(Cl)c2)nc1CN1CCC(C(=O)NCc2ccco2)CC1
  -1%	-9%	-6	-2%	4%	-1%	-1%	-19%	0%
CC(=O)OC1CC2C(C)(C)C(=O)CC[C@]2(C)C2CC[C@]3(C)C(=CC(=O)OC3c3ccoc3)[C@]12C (stereo not given in full)
  -3%[60.1 µM]	·	·	0%	-1%	·	·	-4%	·
CCOC(=O)CC(=O)CSc1nc2sc(C)cc2c(=O)n1Cc1ccco1
  8%	-9%	2	0%	-12%	-12%	1%	-20%	206%[activator]
COc1ccc(C(=O)COC(=O)c2ccc3c(c2)OCCO3)c(OC)c1
  -26%	-7%	-19	15%	·	?	·	·	?
O=C(CC(=O)c1cccc([N+](=O)[O-])c1)Nc1ccccc1Cl
  -12%	-17%	-18	-9%	-4%	-8%	91%	-18%	?
O=C(/C=C/c1ccccc1)NC1CCCc2ccccc21 (stereo not given)
  ·	·	·	?	-5%	·	1%	-15%	·
O=C(O)c1cnn(-c2nc(-c3ccc(Cl)c(Cl)c3)cs2)c1C(F)(F)F
  -15%	-1%	41	8%	0%	?	2%	-12%	?
Cc1nn(C)c(C(=O)N2CCN(C(=O)c3ccco3)CC2)c1Br
  -6%	-3%	0	8%	-2%	-11%	3%	0%	40%[activator]
O=C(NNC(=O)C1CCCN(S(=O)(=O)c2ccc3ccccc3c2)C1)C1CC1 (stereo not given)
  -3%	-6%	-19	-12%	-2%	-4%	-1%	-14%	-1%
CC(C)Oc1cccc(C(=O)C2CCCN(C(=O)c3cc(C(F)(F)F)[nH]n3)C2)c1 (stereo not given)
  9%	i	-10	58%[activator]	-5%	-18%	-6%	-35%	16%
CC(Oc1cccc(Cl)c1)C(=O)N(C)CC(=O)Nc1ccc(N2CCOCC2)cc1 (stereo not given)
  -4%	-6%	3	32%	·	-5%	·	·	15%
Cc1cc(=O)oc2c(C(=O)c3ccccc3)c(OCC(N)=O)ccc12
  11%	-1%	-7	6%	-5%	-9%	0%	3%	36%[activator]
O=C(NC1CCCC1)c1cccc2c1C(=O)c1ccc(N3CCCCC3)cc1S2(=O)=O
  -12%	1%	·	-3%	·	-15%	·	·	-4%
COc1ccccc1-c1nnc(SCC(=O)NC2CCS(=O)(=O)C2)n1N (stereo not given)
  -3%	i	1	3%	-2%	4%	-9%	-4%	21%
COc1ccccc1OCCN1CSC(=S)N(C)C1
  0%	-9%	-17	-9%	6%	-11%	-2%	-6%	-15%

Printed as active in RXFP1 antag (from the list above):
molecule	POLK inh	Tb PGK inh	RXFP1 antag	BLM helicase inh	Pol eta inh	Anesthetic bind	Pol iota inh
COc1ccc(N2CCN(C(=O)CSCc3nc(-c4ccccc4Cl)oc3C)CC2)cc1	-16%	-3%	-65*	-3%	-16%	42%[activator]	17%

Other results
Values run as follows: POLK inh	Tb PGK inh	RXFP1 antag	APEX1 inh	BLM helicase inh	Pol eta inh	Pol beta inh	Anesthetic bind	Pol iota inh
COc1ccc(N(CC(=O)NC2CCCC2)C(=O)CCC(=O)Nc2cc(C)on2)cc1OC
  -9%	1%	4	82%[activator]	-3%	-10%	-1%	-2%	125%[activator]
CN(C)c1ccc(/C=N/NC(=O)c2nonc2N)cc1[N+](=O)[O-]
  -4%	-1%	12	-1%	-10%	1%	1%	-15%	3%
CCCCn1c(C)cc(C)c(S(=O)(=O)c2ccccc2C)c1=O
  -4%	5%	-4	0%	-8%	-11%	-2%	4%	6%
COc1ccc(NC2c3ccccc3C(=O)N2c2ccccn2)cc1 (stereo not given)
  5%	-8%	2	1%	-12%	-12%	7%	6%	22%
O=C(O)c1ccc(N2C(=O)c3cccc4cccc(c34)C2=O)cc1
  -4%	5%	-6	-1%	-1%	-16%	-1%	2%	74%[activator]
COc1ccc(N2CCN(CC(O)COc3ccccc3[N+](=O)[O-])CC2)cc1 (stereo not given)
  -1%	i	-13	2%	0%	-18%	3%	-7%	4%
O=C(COc1ccccc1Cl)NC(=O)NC1CCCCC1
  -15%	-2%	-29	-11%	·	-13%	·	·	12%
CC1CCCCN1CCCNC(=O)CN1C(=O)c2cccnc2Oc2ccc(Cl)cc21 (stereo not given)
  -12%&-5%	-5%&-9%	-2&1	49%	2%&5%	-9%&-16%	8%&16%	-4%&-9%	13%&15%
O=C(NCCCNCCCNC(=O)c1ccccn1)c1ccccn1
  -2%	-5%	-2	1%	0%	-13%	-13%	-6%	1%
Cc1ccc(C)c(C(=O)COC(=O)Cn2c(C)csc2=O)c1
  1%	2%	-3	7%	-2%	-7%	0%	-17%	?
CC(Oc1ccc2c3c(c(=O)oc2c1)CCCC3)C(=O)NCC(O)c1ccccc1 (stereo not given)
  4%	i	-1	7%	1%	-13%	27%	-5%	1%
c1ccc(C[n+]2cccc3c4ccccc4ccc32)cc1
  -1%	0%	-6	-4%	43%[activator]	-7%	0%	216%[activator]	-5%
CCOc1ccc(-c2nnc(SCC(=O)NCc3ccccc3)o2)cc1
  8%	i	·	·	-4%	-11%	-15%	?	23%
COc1cc(C(C)=O)cc(OC)c1O
  16%	-6%	·	3%	-5%	-7%	·	-3%	5%
COc1cc2c(cc1OC)CN(CC(=O)Nc1cccc(C)c1)CC2
  -7%	3%	-8	-2%	-12%	-15%	0%	-4%	30%
COc1ccc(Nc2c(-c3ccc(Cl)cc3)nc3cnccn23)cc1OC
  -13%	-1%	·	·	-6%	-18%	43%	-15%	-18%
COc1ccc(OC)c(Nc2nc(-c3ccc(O)c(O)c3)cs2)c1
  ?	-12%	-3	?	-12%	?	?	-10%	?
COCCCNC(=O)COc1cc(C)c(Cl)c(C)c1
  -1%	-9%	-1	4%	1%	-9%	40%	-11%	25%
O=C(Nc1ccc(N2CCOCC2)c(S(=O)(=O)Nc2ccc(Cl)cc2)c1)c1ccc(=O)[nH]n1
  ?	-18%	-17	-30%	·	20µM*	·	·	10µM*
CC(C)CCN(C(=O)C1CSC2(C)CCC(=O)N12)c1c(N)n(Cc2ccccc2)c(=O)[nH]c1=O (stereo not given)
  -13%	0%	11	-12%	·	-12%	·	·	23%

One compound at a time, from the list above. Order of screens: POLK inh	Tb PGK inh	RXFP1 antag	APEX1 inh	BLM helicase inh	Pol eta inh	Pol beta inh	Anesthetic bind	Pol iota inh
Listed for `O=C(NCCCNCCCNC(=O)c1ccccn1)c1ccccn1` → -2%	-5%	-2	1%	0%	-13%	-13%	-6%	1%
Listed for `c1ccc(C[n+]2cccc3c4ccccc4ccc32)cc1` → -1%	0%	-6	-4%	43%[activator]	-7%	0%	216%[activator]	-5%

(continued)
Values run as follows: POLK inh	Tb PGK inh	RXFP1 antag	APEX1 inh	BLM helicase inh	Pol eta inh	Pol beta inh	Anesthetic bind	Pol iota inh
O=C(Nc1ccc(S(=O)(=O)NC2=NCCCCC2)cc1)c1ccc([N+](=O)[O-])s1
  -18%	-4%	-13	-9%	·	?	·	·	-12%
CN(C(=O)c1ccc2c(c1)OCO2)C1CCCCC1
  7%	-4%	-2	-8%	-2%	-4%	33%	-21%	-10%
CC(=O)Nc1ccc(S(=O)(=O)N(Cc2ccccc2)C(C)C)cc1
  -5%	-6%	0	-5%	-3%	-4%	-12%	-1%	4%
COc1cccc(CNC2CCCc3ccccc32)c1OC (stereo not given)
  -4%	-8%	7	0%	-4%	-6%	-17%	-8%	42%[activator]
COc1ccccc1CNC(=O)CN(c1ccc(C)cc1)S(=O)(=O)c1c(C)nn(C)c1C
  -2%	-7%	6	?	-2%	-5%	17%	-10%	9%
CCOc1cc(C)c(C(C)C)cc1S(=O)(=O)N1CCN(C)CC1
  -11%	2%	-2	-3%	-3%	-11%	3%	-2%	5%
Cc1ccc(S(=O)(=O)NNC(=O)c2snnc2C)cc1
  -5%	9%	5	?	-1%	1%	-1%	0%	0%
CCn1c(=O)n(CC(=O)Nc2cccc(OC)c2)c(=O)c2ccccc21
  -6%	-1%	7	6%	-2%	-11%	-5%	7%	-13%
CC(C)CCn1c(=O)c2sccc2n2c(CCCC(=O)NC(C)c3ccccc3)nnc12 (stereo not given)
  1%	-9%	-3	·	0%	10%	0%	-2%	20%
CCOC(CNC(=O)C(=O)Nc1cc2c3c(c1)CC(=O)N3CCC2)OCC
  7%	i	1	2%	-3%	-19%	12%	4%	-9%
Cc1cc2cc3c(cc2nc1SCC(=O)OC(C)C)OCO3
  0%	-7%	1	-2%	-6%	-4%	1%	5%	-17%
O=C(CS(=O)(=O)c1cn(CC(=O)N2CCCC2)c2ccccc12)Nc1ccccc1F
  1%	-14%	-1	27%	-8%	-7%	40%	-5%	3%
COc1ccccc1C(=O)Nc1ccc2c(c1)CN(C(=O)CSC)CC2
  -3%	-2%	7	24%	-6%	1%	9%	-14%	13%
CCc1nnc(NC(=O)CSc2nc3c(c(=O)n2C)SC(C)C3)s1 (stereo not given)
  0%	-1%	-6	-3%	4%	-17%	8%	-4%	6%
O=C(CCC1CCN(Cc2ccccc2O)CC1)NC1CC1
  -1%	i	5	27%	-6%	-11%	24%	-5%	7%
COc1ccc(CC2S/C(=N/N=C/c3ccc(O)cc3)NC2=O)cc1 (stereo not given)
  0%	4%	-23	-2%	-1%	-3%	-8%	-2%	2%

Assay outcomes from PubChem.
